mcGAS lum: mouse cGAS inhibition by luminescence; Q8C6L5; recombinant cGAS, Kinase-Glo ATP depletion luminescence; inhibition, % at 12.5 µM; hit rate 0.15% among 160,000; AID 1259399;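 also: 0% = negative control wells and 100% = reference inhibitor with no enzyme activity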
hcGAS lum: blocks human cGAS activity; AID 1259398; hit rate 0.081% among 290,000; Q8N884; inhibition, % at 12.5 µM; recombinant h-cGAS, ATP depletion, Kinase-Glo luminescence;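 also: 0% = vehicle reaction and 100% = reaction without DNA for no activity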
Target sequence (Q8N884 whole entry, looked up): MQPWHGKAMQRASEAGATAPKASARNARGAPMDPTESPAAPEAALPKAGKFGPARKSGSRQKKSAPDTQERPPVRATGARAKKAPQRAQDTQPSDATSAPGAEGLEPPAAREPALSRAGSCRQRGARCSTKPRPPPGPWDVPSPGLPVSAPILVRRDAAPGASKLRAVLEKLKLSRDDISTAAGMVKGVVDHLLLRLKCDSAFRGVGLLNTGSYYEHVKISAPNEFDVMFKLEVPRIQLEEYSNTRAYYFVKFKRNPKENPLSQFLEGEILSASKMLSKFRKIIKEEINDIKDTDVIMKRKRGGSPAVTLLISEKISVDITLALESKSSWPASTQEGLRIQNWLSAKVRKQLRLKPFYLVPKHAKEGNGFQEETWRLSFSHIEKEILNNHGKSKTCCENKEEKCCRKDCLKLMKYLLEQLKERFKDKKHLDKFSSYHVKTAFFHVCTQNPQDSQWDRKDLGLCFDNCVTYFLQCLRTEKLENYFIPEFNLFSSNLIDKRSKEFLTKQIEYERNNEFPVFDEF
NPYLR7 agonist: mosquito NPYLR7 agonism; AID 1259423; activation, % at 10 µM; HEK293T NPYLR7/Galpha15, GCaMP6s calcium fluorescence; hit rate 0.15% among 270,000; in the data active = activation above about 40%;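 also: 0% = vehicle and 100% = reference agonist at the receptor; some compounds past the cut are filed as inactive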
The depositor's hits bear a star; · = not tested or not shown; & = joins results of further samples. Rule as the data show it, unless noted: active = inhibition above about 40%; inactive = the rest.

SMILES	mcGAS lum	hcGAS lum	NPYLR7 agonist
O=C(Nc1ccc(C(F)(F)F)cc1)C1CCCN(c2ccc(-c3ccco3)nn2)C1 (stereo not given)	-7	-8	-4
Cc1nc2c(C)cccn2c(=O)c1NC(=O)C1CC1	·	-14	5
O=C(NCCCC(=O)N(Cc1ccco1)Cc1cc2c(cc1Cl)OCO2)OCc1ccccc1	1	3	-8
CC(=O)c1ccc(OCCCC(=O)NC(c2ccccc2)c2nccn2C)cc1 (stereo not given)	-3	4	0
N#Cc1nc2c(C#N)c(N)n(CC3CCCO3)c2nc1C#N (stereo not given)	2	0	8
O=C(C1CCCC1)N1CCCC(N2CCN(c3ccccc3F)CC2)C1 (stereo not given)	·	2	1
Cc1cc(NC(=O)C(Oc2ccc([N+](=O)[O-])cc2)c2ccccc2)no1 (stereo not given)	-4	-4	0
O=C(NCCN1C(=O)SC(=Cc2ccc(OC(F)F)cc2)C1=O)c1ccncc1	·	-5	-3
CCOC(=O)c1nn(CC2CC2)c2c1CN(Cc1cn(C)nc1C)CC2	-6	-1	15
O=S(=O)(c1cc(F)ccc1N[C@@H]1c2ccccc2C[C@@H]1O)C(F)(F)F	·	-6	7
Cn1nnc2cc(C(=O)N3CCCC(CCc4cccc(F)c4)C3)cnc21 (stereo not given)	-14	-5	8
COc1ccccc1N1C(=O)CSC1c1cccc(NC(=O)C(C)(C)C)c1 (stereo not given)	-6	-9	-2
O=S(=O)(c1cccc(OC(F)F)c1)N1CCN(CC(OCc2c(F)cccc2F)c2ccc(Cl)cc2)CC1 (stereo not given)	-6	-4	·
Cc1cn2c(=O)c(C(=O)Nc3ccncc3)cnc2s1	·	-4	3
Cn1c(O)c(C2=c3ccccc3=NC2=O)sc1=S	-8	-8	2
C=Cc1ccc(Cn2c(C)c(C(=O)NCc3ccc(Cl)c(Cl)c3)sc2=O)cc1	·	0	-6
CC1(C(=O)Nc2ccc3c(c2)OCCO3)CCN1C(=O)c1cccc(F)c1 (stereo not given)	·	-11	2
CC(=O)c1ccc(N2CCOCC2)c(-c2cc(N)nc3[nH]ccc23)c1	-1	1	2
Cc1nc(CN(C)C(=O)c2cc(C)sc2NC(=O)C(C)(C)C)no1	·	-2	1
COc1ccc(NC(=O)CCC2CCCN(S(=O)(=O)N(C)C)C2)c(C)c1 (stereo not given)	-12	-9	18
Cc1ccc(C(=O)Nc2ccc(Br)cc2)cc1S(N)(=O)=O	-3	-5	-7
COCCNc1nc(NCc2cnc(C)cn2)c2sccc2n1	·	-14	7
COCCCNC(=O)C(NC(=O)c1ccccc1C)C1CCN(C(=O)c2cccc(Br)c2)CC1 (stereo not given)	-6	-8	19
CCc1nnc(NC(=O)CSc2nnc(NC(=O)c3ccccc3C(F)(F)F)s2)s1	-4	-8	-5
CN(C)CCn1c2c(c(SCC(=O)Nc3cccc4ccccc34)nc1=O)CCCC2	0	0	-2
O=C(COCc1ccccc1)N1CCOC(Cc2ccccc2)C1 (stereo not given)	·	-6	18
Cc1nc2nc(-c3cccc(Cl)c3)cc(C(=O)O)c2[nH]1	-2	-5	-2
COCCN(Cc1ccc(OC)c(OS(C)(=O)=O)c1)C(=O)C(c1ccccc1)c1ccccc1	-7	-11	-4
CC1(C(=O)NS(=O)(=O)c2cccc(C#N)c2)CCN1C(=O)c1ccccc1CCc1ccccc1 (stereo not given)	·	-9	3
Cc1cccc(N2C(=O)CSC2c2cccnc2)c1 (stereo not given)	0	-1	-7
Cc1ccccc1CN1C2=NCCN2C(=O)C2=C1CCN(Cc1ccccc1)C2	-12	-11	7
COCc1cc(C)nc(OCC(=O)N/N=C\c2c[nH]c3ccccc23)c1C#N	-5	-1	-15
Cc1cc(OC(=O)c2ccccc2C)c([N+](=O)[O-])c(=O)[nH]1	-7	-3	2
NC1CC(c2cc(NCCCOC3CCCC3)ncn2)C1 (stereo not given)	-3	5	·
Cn1cnnc1SCC(=O)Nc1nc(-c2ccc(F)cc2)cs1	·	1	-7
COc1ccc(C(=O)NCCCNC(=O)[C@H]2CCCN2)cc1	·	-9	-2
COc1ccc(Cl)cc1NC(=O)c1cc2nc(-c3ccco3)cc(C(F)(F)F)n2n1	-5	-1	23
O=C(O)c1ccc(N=Nc2c(-c3ccc([N+](=O)[O-])cc3)[nH]n(-c3ccccc3)c2=O)cc1	·	4	-3
C=CCc1cccc2cc(C(=O)Nc3ccc(S(N)(=O)=O)cc3)c(=O)oc12	0	4	-13
O=S(=O)(c1cccc2nsnc12)N1CCN(C2CCCCC2)CC1	·	-1	15
CCCc1nc(C)c(C(=O)NNC(=O)C2CCS(=O)(=O)C2)s1 (stereo not given)	·	-9&-10	6&11
CCC(=O)Oc1c(C(=O)CC)cc2c(C)cc(=O)oc2c1C	·	7	0
CC1(C(=O)NS(=O)(=O)c2ccc(Cl)cc2)CCN1C(=O)C1(c2ccccc2)CCCC1 (stereo not given)	·	1	7
CC1c2cc(O)c(O)cc2CCN1C(=O)C1=C(C(=O)O)CCC1 (stereo not given)	-3	-4	-5
COCCN(CC(=O)N(CCc1ccc(OC)c(OC)c1)Cc1ccco1)C(=O)c1cccc(Br)c1	-3	0	-5
Cc1nc(CC2CCN(c3nccc(CCC(F)(F)F)n3)CC2)no1	·	-8	6
Cc1cc(NC(=O)C(C)n2nnc(-c3cccc(C(F)(F)F)c3)n2)no1 (stereo not given)	·	-11	-7
COc1cc2c(cc1-c1coc3c4c(c(OC)cc3c1=O)OC(C)(C)C=C4)OCO2	·	2	0
CC(O)(c1cccnc1)c1nc(-c2cccc(C(F)(F)F)c2)cs1 (stereo not given)	·	-11	6
CC(C)CNC(=O)c1c(-c2ccccc2)c(-c2ccccc2)nn(C)c1=O	-5	-7	-2
Cc1ccc(Cc2nsc(N(CCC(=O)N3CCN(c4ccc([N+](=O)[O-])cc4)CC3)Cc3ccco3)n2)cc1	-5	-5	30
Cc1nnc(S(=O)C(C)c2ccccc2)n1C1CC1 (stereo not given)	·	-10	0
COCCn1c(=NC(=O)CSCC(=O)Nc2nccs2)sc2ccccc21	·	2	9
CN(CCNC(=O)C(F)(F)F)C(=O)c1cc(F)c(N2CCCC(Cn3cccc3)C2)cc1F (stereo not given)	·	-2	6
C=CCCC(O)CNCc1nc(-c2ccc([N+](=O)[O-])cc2)no1 (stereo not given)	-3	1	13
CN(C)c1ncccc1CNC(=O)CN1CCOc2ccccc2C1	-11	-8	13
CN(Cc1cn(-c2ccccc2)nc1-c1ccccc1)C(=O)c1n[nH]c(=O)[nH]1	·	-9	-4
O=C(Nc1ccc(Oc2ccccc2F)cc1)C1CCN(C(=O)C2CCCCO2)CC1 (stereo not given)	·	-6&-4	2&1
COc1ccc(C(=O)COc2ccc(N3C(=O)C4CCC(C)CC4C3=O)cc2)cc1 (stereo not given)	·	-5	0
Cc1nc(C(C)NC(=O)c2ccccc2-c2ccccc2)n[nH]1 (stereo not given)	·	-2	17
Carrying on:
SMILES	mcGAS lum	hcGAS lum	NPYLR7 agonist
O=C1CCCN1C(=O)CSc1nc2sc3c(c2c(=O)n1Cc1ccccc1)CCCC3	-2	2	-3
Clc1ccc(-c2nc(-c3cccnc3)no2)cc1	-4	-7&-1	11&23
O=C1NC(=O)C(c2ccccn2)(C2CCNCC2)N1 (stereo not given)	·	-1	-1
Ic1ccc(Nc2nc(NCCN3CCOCC3)nc(N3CCOCC3)n2)cc1	·	-7	17
COc1cccc(-c2cc(C(=O)NC(c3ccccc3)c3ccccc3)n3nc(C(C)(C)C)cc3n2)c1	-2	-3	-2
CN(C)c1ccc(C=Cc2nc3cc4c(cc3s2)OCO4)cc1	·	-8	5
CCC1CN(CC(=O)NC(CCn2ccnc2)c2ccccc2)Cc2cc(OC)ccc2O1 (stereo not given)	-13	-11	17
CN(C(=O)CS(=O)(=O)CC(=O)Nc1cccc(Br)c1)c1ccccc1	·	-14	9
CN1C(=O)NC(=O)C12CCCC2	-6	0	2
COc1ccccc1-c1cc(C(=O)NC2CCCCNC2=O)nc2cc(C(C)(C)C)nn12 (stereo not given)	-5	-4	20
CCCCn1ncc2c1NC(=O)CC2c1ccc(OCC(N)=O)c(Cl)c1 (stereo not given)	·	-8	-2
Cc1ccccc1NC(=O)c1cccnc1Nc1cccc(Cl)c1	·	-11	-5
OC[C@H]1O[C@@H](c2nc(-c3nc(-c4ccc(Br)cc4)no3)cs2)[C@H](O)[C@@H]1O	-7	-7	11
C=CCCC(C)(O)C#CCN1CCOCC1 (stereo not given)	1	4	3
O=C(NC1CCN(C(=O)NC2CCCCC2)CC1)c1cnc(C2CC2)[nH]c1=O	-6	-13	·
Cn1nc(-c2cccc(NC(=O)c3cccc4ccccc34)c2)ccc1=O	-9	-8	-1
CCc1ccc(S(=O)(=O)C2CS(=O)(=O)CC2N2CCC(C(N)=O)CC2)cc1 (stereo not given)	·	-9	-5
CCn1nnc2c(Nc3ccccc3)ncnc21	-1	2	-3
CN(Cc1cccc(F)c1)C(=O)C1CCN(C(=O)Nc2ccccc2)CC1	·	3	-1
COc1ccccc1CN(Cc1cccnc1)Cc1sccc1C	-11	-2	0
O=C(Cc1cccc(N(Cc2ccccc2)C(=O)C2CC2)c1)N1CCOCC1	·	-2	3
Clc1ccccc1-c1nnc(-c2ccccc2)o1	·	-13	10
c1coc(-c2nnc(SCc3nc4ccccc4o3)n2C2CCCCC2)c1	·	4	2
COc1ccc(C(=O)Oc2coc(CSc3nccn3C)cc2=O)cc1OC	-8	-6	12
CCOC(=O)c1sc(N=NC2=C(O)CCCC2=O)c(C(=O)OCC)c1C	·	-10	3
COc1ccccc1NC(=O)N(CC(=O)N(Cc1ccccc1)Cc1ccc(C)s1)C1CCCCC1	2	-1	-2
CCCC(=O)NC1=C(C#N)C2(CCCC2)Cc2ccccc21	-6	-5	-2
COc1ccc(-n2ccnc2-c2ccccc2)cc1CO	-7	-4	3
O=C1CCCCC1SCc1ccco1 (stereo not given)	·	-5	14
Cc1ccc(C(=O)Nc2c(C)nc3c(C)cccn3c2=O)cc1C	·	3	-2
COC(=O)C1Cc2ccccc2N1C(=O)c1cc(=O)[nH]c2ccccc12 (stereo not given)	-14	-10	-2
Cc1cc(=O)[nH]c(-n2nc(C3CC3)cc2NC(=O)c2ccccc2)n1	·	-11	2
CCn1c(=O)c(C)nc2cc(C(=O)Nc3nc4c(s3)CCC4)ccc21	·	-4	1
O=C(CSc1nnc(-c2ccc3c(c2)OCO3)n1-c1ccccc1)c1ccc(N2CCCC2=O)cc1	-5	-7	3
COCC(=O)Nc1ccc(N(C)C)c(CN(CC2CCCO2)C(=O)C2CC2)c1 (stereo not given)	-7	-7	-3
O=[N+]([O-])c1cc2c(cc1C=NNc1ccccn1)OCO2	-5	-6	2
COc1ccc(C(=O)N2CCC(Nc3ccccc3)CC2)c(OC)c1OC	·	-7	-4
Cc1ccc(C(CNC(=O)c2cc(C(C)C)nn2C)N(C)C)o1 (stereo not given)	·	-4	0
CCCCNc1oc(-c2ccc(COc3ccc(C)cc3)o2)nc1C#N	-9	-4	1
CCOC(=O)C1(Cc2cccc(OC)c2)CCN(C/C=C/c2ccc(OC)cc2)CC1	-10&-3	-8&1	11&-5
Cc1ccccc1C(C)NS(=O)(=O)N1CCCCCC1 (stereo not given)	·	3	3
Cc1cc(NC(=O)C2CCCCC2)n(-c2nc3c(cnn3-c3ccc(C)c(C)c3)c(=O)[nH]2)n1	-10	-4	·
CC(C)C(NS(=O)(=O)c1ccc(C(C)(C)C)cc1)C(=O)Nc1nnc(-c2ccccc2)s1 (stereo not given)	-6	-7	-2
O=S(=O)(c1cc(C(F)(F)F)ccc1Cl)N1CCc2[nH]c3ccccc3c2C1	-5	-16	21
Cc1cc(=O)n2nc(NC(C)C(=O)NCCC(C)C)sc2n1 (stereo not given)	-3	-6	7
CC(c1cccc(-c2ccc(C(=O)O)cc2Cl)c1)N(C)C (stereo not given)	-11	-4	4
CN1CCCC1CCNC(=O)c1ccc(-c2cc(-c3ccc(N4CCCCC4)cc3)n[nH]2)cc1 (stereo not given)	-2	8	·
CCC(CC)c1nc(C(N)=O)c2[nH]c(=O)n(-c3ccc(OC)c(OC)c3)c2n1	·	-13	13

Molecules shown so far that contain a Cl atom (twelve):
SMILES	mcGAS lum	hcGAS lum	NPYLR7 agonist
O=C(NCCCC(=O)N(Cc1ccco1)Cc1cc2c(cc1Cl)OCO2)OCc1ccccc1	1	3	-8
O=S(=O)(c1cccc(OC(F)F)c1)N1CCN(CC(OCc2c(F)cccc2F)c2ccc(Cl)cc2)CC1 (stereo not given)	-6	-4	·
C=Cc1ccc(Cn2c(C)c(C(=O)NCc3ccc(Cl)c(Cl)c3)sc2=O)cc1	·	0	-6
Cc1nc2nc(-c3cccc(Cl)c3)cc(C(=O)O)c2[nH]1	-2	-5	-2
COc1ccc(Cl)cc1NC(=O)c1cc2nc(-c3ccco3)cc(C(F)(F)F)n2n1	-5	-1	23
CC1(C(=O)NS(=O)(=O)c2ccc(Cl)cc2)CCN1C(=O)C1(c2ccccc2)CCCC1 (stereo not given)	·	1	7
Clc1ccc(-c2nc(-c3cccnc3)no2)cc1	-4	-7&-1	11&23
CCCCn1ncc2c1NC(=O)CC2c1ccc(OCC(N)=O)c(Cl)c1 (stereo not given)	·	-8	-2
Cc1ccccc1NC(=O)c1cccnc1Nc1cccc(Cl)c1	·	-11	-5
Clc1ccccc1-c1nnc(-c2ccccc2)o1	·	-13	10
O=S(=O)(c1cc(C(F)(F)F)ccc1Cl)N1CCc2[nH]c3ccccc3c2C1	-5	-16	21
CC(c1cccc(-c2ccc(C(=O)O)cc2Cl)c1)N(C)C (stereo not given)	-11	-4	4

Part of the list above in order of SMILES length, low to high.
SMILES	mcGAS lum	hcGAS lum	NPYLR7 agonist
Cc1ccccc1C(C)NS(=O)(=O)N1CCCCCC1 (stereo not given)	·	3	3
Cc1cc(=O)n2nc(NC(C)C(=O)NCCC(C)C)sc2n1 (stereo not given)	-3	-6	7
CC(C)C(NS(=O)(=O)c1ccc(C(C)(C)C)cc1)C(=O)Nc1nnc(-c2ccccc2)s1 (stereo not given)	-6	-7	-2
